# GPT2 inhibitor: blocks human glutamate pyruvate transaminase 2; Q8TD30; Recombinant GPT2, coupled pyruvate oxidase/HRP Amplex Red fluorescence; Potency, µM (series often up to 57.7 µM), inactives show at the highest dose activity change, negative = inhibition, most hits filed as inhibitors; 0.25% of 100,000 active; AID 1671188; further: potency means the concentration at half of the fitted maximal effect; nearly all actives have a fitted effect of over 60% in size; many of its hits are not listed in these tables
# Target sequence (Q8TD30 whole entry, looked up): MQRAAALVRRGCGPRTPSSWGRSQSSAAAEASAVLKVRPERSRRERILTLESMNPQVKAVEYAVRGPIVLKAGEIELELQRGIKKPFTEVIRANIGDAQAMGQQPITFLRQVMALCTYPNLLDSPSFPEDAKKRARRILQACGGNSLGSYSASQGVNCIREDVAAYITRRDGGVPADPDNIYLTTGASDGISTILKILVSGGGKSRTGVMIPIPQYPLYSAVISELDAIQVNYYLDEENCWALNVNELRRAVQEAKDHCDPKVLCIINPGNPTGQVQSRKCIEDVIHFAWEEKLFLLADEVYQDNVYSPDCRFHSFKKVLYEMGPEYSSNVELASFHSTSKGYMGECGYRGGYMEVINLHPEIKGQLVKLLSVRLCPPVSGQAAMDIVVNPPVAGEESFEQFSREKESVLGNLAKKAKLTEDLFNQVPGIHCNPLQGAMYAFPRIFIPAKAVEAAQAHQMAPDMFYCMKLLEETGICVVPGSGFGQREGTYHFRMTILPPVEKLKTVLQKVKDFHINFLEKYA
#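 Fluorescence of coupled pyruvate oxidase/HRP/Amplex Red system (50uM Amplex, 30 min, dark) reports pyruvate formed by GPT2. Enzyme reaction: 10ng/uL GPT2, 2mM L-alanine, 250uM a-KG, 30 min room temperature, pH 7.5; 50uM AOA control.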
# FLuc inh: blocks purified firefly luciferase enzyme activity | purified P. pyralis luciferase, luminescence, biochemical | Potency, µM (doses to about 115 µM), without a hit: at the top dose activity change, negative = inhibition, usual class: inhibitors | 2.5% of 76,000 active | AID 1347043; further: potency means the concentration at half of the fitted maximal effect; nearly all actives have a fitted effect of over 65% in size
# Target sequence (P08659 whole entry, looked up): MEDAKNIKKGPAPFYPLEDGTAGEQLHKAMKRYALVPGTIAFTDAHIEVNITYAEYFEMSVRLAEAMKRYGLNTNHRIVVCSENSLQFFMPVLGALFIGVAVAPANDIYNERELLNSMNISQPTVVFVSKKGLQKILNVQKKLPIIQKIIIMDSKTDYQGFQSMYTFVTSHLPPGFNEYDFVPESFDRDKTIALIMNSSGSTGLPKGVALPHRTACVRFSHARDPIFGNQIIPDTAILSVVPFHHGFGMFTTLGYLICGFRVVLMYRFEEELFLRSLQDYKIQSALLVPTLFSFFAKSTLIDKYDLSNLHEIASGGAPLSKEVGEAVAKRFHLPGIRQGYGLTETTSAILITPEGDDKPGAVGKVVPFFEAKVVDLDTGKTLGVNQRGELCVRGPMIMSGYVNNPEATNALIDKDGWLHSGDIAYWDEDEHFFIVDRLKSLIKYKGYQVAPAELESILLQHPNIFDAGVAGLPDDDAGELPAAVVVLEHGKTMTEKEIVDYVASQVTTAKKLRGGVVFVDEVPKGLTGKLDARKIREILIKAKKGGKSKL
#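 Purified P. pyralis luciferase (10nM final) in 50mM Tris acetate pH 7.5, 10mM Mg acetate, 0.01% Tween-20, 0.05% BSA with 10uM D-luciferin and 10uM ATP. Compounds titrated qHTS. Luminescence imaged on CCD.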
# SNCA viab count: cell viability loss counter-screen. HEK-293-SNCA-luc viability, GF-AFC fluorescence, 24 h. Potency, µM (series often up to 57.1 µM), for the others: at the highest dose activity change, negative = cytotoxicity, usual class: cytotoxic. 0.12% of 150,000 active. AID 1671193;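 further: potency means the concentration at half of the fitted maximal effect; 0% = DMSO-treated cells and -100% = medium-only wells without cells; nearly all actives have a fitted effect of over 30% in size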
#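 HEK-293-SNCA-luc cells (1500/well) plated 24 h, then exposed 24 h to a dilution series; GF-AFC added 30 min at 37C, fluorescence 405/540 nm; normalised to medium-only and DMSO wells, Hill fit.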
# IP6K1 inhibitor: blocks human inositol hexakisphosphate kinase 1; Q92551; IP6K1 kinase, ADP-Glo luminescence, 2 h; active compounds read low; activity change, % (series mostly up to about 58 µM); 0.81% of 140,000 active; AID 1645851; in the data active means activity change below about -25%
#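 ADP-Glo luminescence measures ADP made by human IP6K1 during a 2 h RT reaction with ATP/IP6 (mix at 1.3 mM/130 uM); top library doses 57.5 and 19.1 uM final.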
# HEK cytotox: kills HEK 293 cells; Potency, µM (doses to about 115 µM), inactives show at the highest dose activity change, negative = cytotoxicity, hits mostly inhibitors; HEK 293 viability, ATP luminescence (CellTiter-Glo), 48-72 h; 6.6% of 94,000 active; AID 1345083; further: potency means the concentration at half of the fitted maximal effect; nearly all actives have a fitted effect of over 60% in size
#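 qHTS cytotoxicity; HEK 293, 250 cells/well; compound pinned; 48 or 72 hr, 37 degree Celsius, 5% CO2, 95% humidity; CellTiter-Glo, 10 min RT; luminescence (ATP).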
# NIH3T3 tox: NIH 3T3 cell cytotoxicity | Potency, µM (top dose mostly 96.7 µM), inactives show top-dose activity change, negative = cytotoxicity, actives largely listed as inhibitors | 4.3% of 94,000 active | NIH 3T3 viability, CellTiter-Glo ATP luminescence, 48-72 h | AID 1345082; further: potency means the concentration at half of the fitted maximal effect; nearly all actives have a fitted effect of over 55% in size
#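 NIH 3T3 cells at 400 cells/well received 23 nL of compound by pintool and were incubated 48 or 72 h at 37 °C. Viability was read as ATP-coupled CellTiter-Glo luminescence.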
# SNCA expr inhib: inhibitors of alpha-synuclein (SNCA) gene expression | HEK-293 SNCA-luciferase knock-in, luminescence, 24 h | Potency, µM (doses to about 57.2 µM), for the others: at the top dose activity change, negative = inhibition, most hits filed as inhibitors | 0.17% of 140,000 active;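 further: potency means the concentration at half of the fitted maximal effect; plate controls were DMSO cells for no effect and cell-free wells for full effect; nearly all actives have a fitted effect of over 45% in size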
# * = called active by the depositor; i = inactive; u = inconclusive; x = not tested or not shown; [ ] = dose if it differs, or a comment. Unless noted, the call rests on the fitted dose curve; in most records, active means well fitted curve in the direction sought with a large enough effect; inconclusive means small, poorly fitted or top-dose-only effect, or another doubt; inactive means no such curve, though single readings can be large; an effect the other way counts as inactive or inconclusive. Unless noted, on the % scale 0 is the no-effect control and ±100 the full control effect.
SMILES,GPT2 inhibitor,FLuc inh,SNCA viab count,IP6K1 inhibitor,HEK cytotox,NIH3T3 tox,SNCA expr inhib
CSc1ncc(C(=O)Nc2ccccc2C(F)(F)F)c(-c2ccccc2)n1,x,x,-5%,30,x,x,0%
COc1ccc(S(=O)(=O)c2nnn(-c3ccc(C(C)C)cc3)c2C)cc1,x,x,0%,14,x,x,19%
Cc1cc(C)cc(NC(=O)N2CCC(Oc3ncccc3C(=O)N(C)C)C2)c1 (centres undefined),3%,-1%,6%,34,15%,i,3%
COc1cccc(NC(=O)c2ccc3c(c2)CCN3S(C)(=O)=O)c1,x,x,-10%,7,x,x,84%[activator]
COc1cc(NC(=O)c2ccc(-c3nc(CSc4ccccc4)c(C)o3)cc2)cc(OC)c1,x,x,0%,4,x,x,-13%
Cc1noc(C)c1-c1cc2cc(CN(C)C)oc2c(NCCc2ccccc2)n1,u,0%[172 µM],-19%[87.6 µM],-16,56µM*,45µM*,0%[87.6 µM]
CSCCC(=O)NC1CC(=O)N(Cc2cccc(F)c2)C1 (centres undefined),1%,9%,0%,9,-2%,-11%,12%
Cc1noc([C@@H](C)NC(=O)C2CCCC2)c1C(=O)O,-6%[88.5 µM],-4%[230 µM],2%[87.6 µM],3,i,i,5%[87.6 µM]
Cc1nc(N2CCN(C(=O)c3ccc(C)c(F)c3)CC2)cc(C(F)(F)F)n1,i,19%,-3%,1,5%,-9%,-21%
Cc1cccc(-n2ncc(C(=O)N3CCc4ccccc4C3)c2C2CCN(C(=O)OC(C)(C)C)CC2)c1,x,x,u,33,x,x,-8%
CCCSc1nnc2c(n1)OC(c1ccc(Br)s1)Nc1ccccc1-2 (centres undefined),x,x,0%,5,x,x,117%[activator]
O=C([C@H]1C[C@H](Oc2ccccc2)CN1C(=O)C1CCCC1)N1CCOCC1,i,9%,-17%,26,u,-21%,-18%
O=c1cc(CSc2ncn[nH]2)[nH]c2ccc(F)cc12,x,x,3%,23,x,x,2%
CCN(CCn1cccn1)C(=O)c1csc2nc(-c3cccc(F)c3)cn12,3%,-10%,-1%,-5,-7%,-20%,-4%
Cc1cccc(=O)n1CCCn1cc(C2CCCNC2)nn1 (centres undefined),-6%,-1%,-3%,3,i,-19%,-20%
Cc1ccc(NC(=O)c2cc3n(n2)CC(c2ccc(Cl)cc2)OC3)cc1C (centres undefined),5%,0%,-6%,24,u,-30%,u
CC1=C(C(=O)OCc2ccc(C)cc2)C(c2ccccc2F)CC(=O)N1 (centres undefined),x,x,14%,-14,x,x,-29%
Cc1noc(Cn2c(=O)c3ccccc3n(CC(=O)Nc3cc(Cl)ccc3C)c2=O)n1,x,x,3%,2,x,x,-7%
CNC(=O)c1cc(C2CC2)nc2onc(C3CCN(C(=O)Cc4ccc(F)cc4)C3)c12 (centres undefined),x,x,x,-3,-20%,u,x
COc1cccc(-c2ccc(C(=O)N3CCC(NC(=O)c4ccccc4OC)CC3)cc2)c1,-18%,x,5%[12.5 µM],-3,u,u,37%[activator]
Cc1nc(C)c(C(=O)N2CCCC(c3nn(C)c(=O)n3C3CCCC3)C2)s1 (centres undefined),i,-5%,9%,0,-1%,-10%,-16%
O=C(c1cc(F)ccc1F)N1CCC(Oc2cccnc2)C1 (centres undefined),i,x,10%,-18,-9%,-22%,-2%
COc1ccc(-c2cc3nc(C)c(CCC(=O)N4CCN(c5ccccc5)CC4)c(C)n3n2)c(OC)c1,x,x,10%,-5,x,x,u
COc1ccc(-c2cc(C[C@H]3CNCC[C@H]3CC(=O)NCCN3CCOCC3)no2)cc1,-10%,7%,2%,9,-6%,-11%,7%
COC(=O)c1cc2sccc2n1CC(=O)Nc1ccc(OC)c(OC)c1,x,x,-5%,-17,x,x,-9%
# (cont.)
SMILES,GPT2 inhibitor,FLuc inh,SNCA viab count,IP6K1 inhibitor,HEK cytotox,NIH3T3 tox,SNCA expr inhib
CC(C)(C)c1cnc([C@@H]2COCCN2Cc2ccccc2O)[nH]1,i,-5%[172 µM],-2%[87.6 µM],4,-20%[172 µM],-17%[174 µM],10%[87.6 µM]
CCn1cnnc1-c1nn(C)c2c1CN(C(=O)Cc1c[nH]c3ccccc13)CC2,i,0%,7%,-8,2%,-3%,8%
Cn1c(=O)c(=O)n(C)c2cc(S(=O)(=O)N3CCCC3C(=O)Nc3ccc(F)cc3)ccc21 (centres undefined),x,x,-1%,-10,x,x,-18%
O=C(N1CCCCCC1CN1CCOCC1)C1(c2ccccc2)CC1 (centres undefined),i,1%,1%,-11,-11%,-4%,0%
CCC(=O)N1CCC2(CC1)c1[nH]c3ccc(OC)cc3c1CCN2C,i,2%,10%[12.5 µM],8,-17%,-13%,-11%
COc1ccccc1-n1c(=O)c(C(=O)N2CCN(C(=O)c3cccc(Cl)c3)CC2)nc2cccnc21,-5%,x,-3%,5,-3%,1%,2%
CN(CCc1nc2ccc(Cl)cc2[nH]1)c1cc(C2CC(O)C2)nc(N)n1 (centres undefined),0%,-1%,-21%,-4,-6%,-12%,3%
O=C1C[C@H]2CC[C@@H](CN1CC(=O)N(Cc1c(F)cccc1Cl)C1CC1)N2,i,9%,-4%,31,-6%,-6%,27%
N#Cc1ccc(CN2CC[C@@H]3OCC(=O)N(c4ccccc4)[C@H]3CC2)cc1,-8%[88.5 µM],0%[172 µM],-4%[87.6 µM],1,u,u,-20%[87.6 µM]
O=C(N[C@@H]1CCN(C(=O)c2ccc3c(c2)OCO3)C[C@H]1O)c1cnccn1,i,-1%,3%,9,-1%,-2%,-7%
CC(C)c1ccc(NC(=O)C2CCCN(S(=O)(=O)c3ccc(Br)s3)C2)cc1 (centres undefined),x,x,4%,23,x,x,-29%
N#Cc1cc2n(n1)CCCN(C(=O)CC(c1ccccc1)c1ccco1)C2 (centres undefined),5%,-5%,-14%,12,-20%,u,-24%
COc1ccc(C(=O)N2CCC(c3nn(-c4ccc(Cl)cc4)c(=O)[nH]3)CC2)cc1,-7%,-3%,11%,-7,u,u,-18%
Cc1cc(OCC(=O)N(Cc2ccc(N(C)C)cc2)C2CCS(=O)(=O)C2)cc(C)c1Cl (centres undefined),x,x,-16%,15,x,x,u
COc1cccc(CN2C[C@@H]3C(=O)N(CCN4CCc5ccccc5C4)C(=O)[C@@H]3C2)c1OC,3%,-2%,-2%,-2,u,u,-8%
Cc1noc(-c2nc(-c3ccc(OC(C)C)cc3)no2)n1,i,u,5%,13,u,-18%,43%[activator]
N[C@@H](Cc1cnc[nH]1)C(=O)O,i,x,-3%,x,x,x,8%
CCCCCn1c(=O)[nH]c2cc(C(=O)NCc3ccccc3)ccc2c1=O,x,x,5%,-12,x,x,26%
COc1ccc(N(CC(=O)N2CCN(c3ccc(F)cc3)CC2)S(=O)(=O)c2c(C)nn(C)c2C)cc1,x,x,-1%,-6,x,x,-12%
CN1CC(=O)N(C2CCCNCC2)Cc2c(NCCO)ncnc21 (centres undefined),i,x,2%,7,-11%,-13%,7%
COc1cc2c(cc1OC)C(C[C@H]1CN(C(=O)c3cccs3)CC[C@H]1CC(=O)O)=NCC2,-5%,42%,24%,-3,-4%,i,9%
Cc1csc2nc(COC(=O)CNC(=O)c3ccc(F)cc3)cc(=O)n12,x,x,26%,22,x,x,49%[activator]
COc1cc(NC(=O)N2CCC3(CC2)Nc2ccccc2-n2cccc23)cc(OC)c1OC,x,x,u,-13,x,x,u
COc1ccc([C@H]2C[C@@H](O)[C@@H](O)[C@@H]2NCc2ccc(OC)nc2)cc1,-14%[88.5 µM],-1%[172 µM],u,-6,0%[172 µM],0%[174 µM],u
CN(C)c1ccc(CN2CCC3(CN[S+](=O)([O-])c4ccccc4N3)C2)cc1 (centres undefined),4%,7%,-17%,-7,-17%,u,-12%
# Next structures:
SMILES,GPT2 inhibitor,FLuc inh,SNCA viab count,IP6K1 inhibitor,HEK cytotox,NIH3T3 tox,SNCA expr inhib
Cc1ccc(-n2c(SCc3nc(-c4ccc(Cl)cc4)no3)nnc2-c2ccncc2)cc1,x,x,0%,-4,x,x,-4%
CCNC(=O)[C@H]1CCC[C@H]1NC(=O)c1ccc(OC)cc1,u,-10%,-20%,2,-16%,-2%,-14%
COc1cccc([S+](=O)([O-])NC2CCN(c3ccc4nnc(-c5ccccc5)n4n3)CC2)c1,x,x,x,-12,25µM*,14µM*,x
CCc1cccc(C)c1NC(=O)CSc1nnc(CC)n2c1cc1occc12,x,x,-9%,-9,x,x,-16%
O=C(NC1CC(=O)N(c2ccc(Cl)cc2)C1)c1cccs1 (centres undefined),x,x,-9%,10,x,x,16%
O=C([C@@H]1C[C@H](Oc2ccccc2)CN1C(=O)C1CCCC1)N1CCOCC1,i,4%,-4%,3,i,-19%,-2%
CCn1cc(C(=O)OCC(=O)Nc2cccc(Cl)c2C)c(=O)c2ccc(C)nc21,x,x,1%,-6,x,x,23%
COc1ccc(CN2CCc3nn(CC(C)C)c(=O)n3CC2)cc1Cn1ccnc1,i,1%,-6%,-11,1%,i,18%
Cc1cc(C)c2[nH]c(C(=O)N(C)Cc3ccc4nsnc4c3)c(C)c2c1,-7%[11.5 µM],-1%,10%,6,u,u,-10%
CC1CCc2nn3ccn(CC(=O)Nc4cccc(Cl)c4)c(=O)c3c2C1 (centres undefined),4%,u,u,31,u,u,95%[activator]
COc1ccccc1N1CCN([C@@H]2[C@H](O)[C@H](CO)O[C@@H]2CNC(=O)c2cccs2)CC1,1%,-1%,-1%,6,-2%,i,-14%
O=C(c1ccco1)N1CCC[C@H]1c1nc(-c2ccccc2)no1,-17%,-18%,-26%,-6,-7%,u,u
CCN(C(=O)NCc1noc2ccccc12)c1cc(C)ccc1C,x,x,0%,0,x,x,-5%
CCOC(=O)c1c(S(=O)(=O)NCC(=O)Nc2ccc(Cl)c(C(F)(F)F)c2)c(C)n(C)c1C,x,x,-18%,7,x,x,u

# Reformatted: 5 of the compounds above.
SMILES	GPT2 inhibitor	FLuc inh	SNCA viab count	IP6K1 inhibitor	HEK cytotox	NIH3T3 tox	SNCA expr inhib
COc1cccc([S+](=O)([O-])NC2CCN(c3ccc4nnc(-c5ccccc5)n4n3)CC2)c1	x	x	x	-12	25µM*	14µM*	x
CCc1cccc(C)c1NC(=O)CSc1nnc(CC)n2c1cc1occc12	x	x	-9%	-9	x	x	-16%
O=C(NC1CC(=O)N(c2ccc(Cl)cc2)C1)c1cccs1 (centres undefined)	x	x	-9%	10	x	x	16%
O=C([C@@H]1C[C@H](Oc2ccccc2)CN1C(=O)C1CCCC1)N1CCOCC1	i	4%	-4%	3	i	-19%	-2%
CCn1cc(C(=O)OCC(=O)Nc2cccc(Cl)c2C)c(=O)c2ccc(C)nc21	x	x	1%	-6	x	x	23%

# Assay outcomes (PubChem)
